# Assay outcomes as filed in PubChem BioAssay.
# ST2 IL33 inh – inhibitors of human ST2 (IL1RL1) binding to IL-33 | Q01638 | AlphaLISA ST2-Fc/biotin-IL-33 interaction, 1 h | inhibition, % for hits at 17 µM | hit rate 2.3% among 78,000 | AID 1259354; in the data active = inhibition above about 30%; inconclusive = mostly about 10% to 28%
# Target sequence (Q01638 whole entry, looked up): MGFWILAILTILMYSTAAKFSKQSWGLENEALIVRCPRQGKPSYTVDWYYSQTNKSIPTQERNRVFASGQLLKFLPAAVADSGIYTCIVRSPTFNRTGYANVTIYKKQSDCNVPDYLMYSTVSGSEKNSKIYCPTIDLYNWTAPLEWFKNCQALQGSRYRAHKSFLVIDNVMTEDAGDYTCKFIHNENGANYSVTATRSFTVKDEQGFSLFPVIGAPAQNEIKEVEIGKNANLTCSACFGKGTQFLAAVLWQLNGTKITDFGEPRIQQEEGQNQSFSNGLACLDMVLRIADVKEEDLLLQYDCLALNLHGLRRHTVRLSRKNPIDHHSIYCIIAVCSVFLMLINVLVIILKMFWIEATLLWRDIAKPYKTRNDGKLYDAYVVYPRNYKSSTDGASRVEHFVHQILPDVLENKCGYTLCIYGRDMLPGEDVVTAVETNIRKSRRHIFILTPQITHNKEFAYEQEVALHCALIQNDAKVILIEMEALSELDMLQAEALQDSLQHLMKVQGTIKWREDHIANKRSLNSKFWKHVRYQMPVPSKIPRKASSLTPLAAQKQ
# * = called active by the depositor; i = inactive; ? = inconclusive. A portion of the library (hit frequency here may not be typical).
SMILES,ST2 IL33 inh
COc1ccc(-c2cn(C[C@H]3C[C@@H]4CCN3C[C@@H]4C(=O)NCc3ccccc3)nn2)cc1,i
Cn1nc(-c2ccc3ccccc3c2)cc1[C@H]1CN2CC[C@H]1C[C@@H]2CNCc1ccccn1,i
COc1ccc(-c2cc([C@H]3CN4CC[C@H]3C[C@@H]4CNC(=S)Nc3cccc(C#N)c3)n(C)n2)cc1,i
O=C(c1ccc(F)cc1)N1C[C@@H]2C[C@H](C1)c1c(/C=C/c3ccc(Cl)cc3)ccc(=O)n1C2,?
Cc1cc(Cl)ccc1OCCCC(=O)O,i
O=C1C2CCCN2C(c2cccnc2)N1c1nccs1 (stereo not drawn),i
O=[N+]([O-])c1cc(Cl)ccc1N1CCN(Cc2ccccc2)CC1,31%*
CCn1cc(C(=O)O)c(=O)c2c(N)c(F)c(N3CCNCC3)c(F)c21,?
COc1ccc([C@@H]2CN(C(=O)C3CCC(O)CC3)[C@@H]3C4CCN(CC4)[C@@H]32)cc1 (stereo partly drawn),i
COc1ccc(/C=C/C2=CCN(C)CC2)cc1,i
CCN1CCN(Cc2ccc(C)cc2C)CC1,?
O=C(NCc1cccc(OC(F)F)c1)c1cn(CC2CCCNC2)nn1 (stereo not drawn),i
CC(=O)NC[C@H]1C[C@@H]2CCN1C[C@@H]2c1cc(-c2ccc(F)cc2)nc(C)n1,i
O=[N+]([O-])c1ccc(CN2CCN(Cc3ccccc3)CC2)cc1,i
COc1ccccc1CNC(=O)[C@H]1CN2CCC1C[C@@H]2Cn1cc(-c2cccc(O)c2)nn1 (stereo partly drawn),i
COc1ccc(-c2cc([C@H]3CN4CC[C@H]3C[C@@H]4COC(=O)Nc3ccccc3)n(C)n2)cc1,i
COc1ccc(-c2cc([C@H]3CN4CC[C@H]3C[C@@H]4CNS(=O)(=O)c3cc(OC)ccc3OC)n(C)n2)cc1,i
COc1ccc(NC(=O)NC[C@H]2C[C@@H]3CCN2C[C@@H]3c2cc(-c3ccc(F)cc3)nn2C)cc1,i
CN1CCCC1c1cccnc1N (stereo not drawn),i
C=C[C@H]1CN2CC[C@H]1C[C@@H]2CNS(=O)(=O)c1cccc(F)c1,?

# Reprinted from the part before: three compounds; new compounds follow.
SMILES,ST2 IL33 inh
COc1ccc(NC(=O)NC[C@H]2C[C@@H]3CCN2C[C@@H]3c2cc(-c3ccc(F)cc3)nn2C)cc1,i
CN1CCCC1c1cccnc1N (stereo not drawn),i
C=C[C@H]1CN2CC[C@H]1C[C@@H]2CNS(=O)(=O)c1cccc(F)c1,?
Cc1ccc(CN2CCN(c3ccc(F)cc3)CC2)cc1,?
CC(=O)c1cccc(NC(=O)NC[C@H]2C[C@@H]3CCN2C[C@@H]3c2cc(-c3cccs3)nc(C)n2)c1,?
CCCS(=O)(=O)N1C[C@@H]2C[C@H](C1)c1c(-c3ccc(OC(F)(F)F)cc3)ccc(=O)n1C2,i
O=C(c1ccc2nc3ccc(Cl)cc3c(=O)n2c1)N1CCC2(CC1)OCCO2,i
CN(N=O)c1ccc(O)c(O)c1,69%*
CC1N=C(c2ccccc2)c2ccccc2N(CC(=O)NCCC2=CCCCC2)C1=O (stereo not drawn),?
COc1ccc(N2CCN(Cc3ccc(Cl)cc3Cl)CC2)cc1,36%*
CCN1CCN(Cc2ccc(OC)c(OC)c2)CC1,i
CN1CCN(C[C@H]2CN3CC[C@H]2C[C@@H]3CNC(=S)Nc2ccc(-n3cccn3)cc2)CC1,i
c1cc2c(cc1CCNCc1ccc3c(c1)OCO3)OCO2,i
NC(=O)COc1c(F)cc(SCCNS(=O)(=O)c2ccccc2)cc1F,i
Cc1nc(-c2cccs2)cc([C@H]2CN3CC[C@H]2C[C@@H]3CNC(=O)c2ccccc2)n1,?
COc1ccc(-n2nnnc2C2(N3CCOCC3)CCCCC2)cc1,i
NCCc1c[nH]c2ccc(F)cc12,i
COc1cccc([C@@H]2CN(CCCn3ccnc3)[C@@H]3C4CCN(CC4)[C@@H]32)c1,i
C=C[C@H]1CN2CC[C@H]1C[C@@H]2CNC(=S)Nc1ccc(OC)cc1,i
N#Cc1ccc(C(=O)N2C[C@@H]3C[C@H](C2)c2c(-c4ccccc4F)ccc(=O)n2C3)cc1,i
COCc1cn(C[C@H]2C[C@@H]3CCN2C[C@@H]3C(=O)NCc2ccco2)nn1,i
COc1ccc(-c2cn(C[C@H]3CC4CCN3C[C@@H]4C(=O)NC3CCCCC3)nn2)cc1 (stereo partly drawn),i
CN(C)Cc1ccc(OC(=O)N(C)C)c([N+](=O)[O-])c1,i
O=C(O)COCC(=O)N1C[C@@H]2C[C@H](C1)c1ccc(-c3cc4ccccc4s3)c(=O)n1C2,i
Cc1ccc(C(C)C)c(OC(=O)N(C)C)c1CN(C)C,i
COc1ccccc1CNC(=O)[C@H]1CN2CC[C@H]1C[C@@H]2Cn1cc(-c2ccccc2)nn1,?
CCN1CCN(Cc2cc(Br)c(OC)cc2OC)CC1,i
O=[N+]([O-])c1ccc(O)c(CN2CCN(c3cccc(Cl)c3)CC2)c1,?
CNCC(O)c1ccc(O)cc1 (stereo not drawn),i
COc1ccc(N2C(=O)CC(=O)NC2=O)cc1,i
Cc1ccccc1N1CCN(Cc2ccc(F)cc2)CC1,i
CC(=O)N1C[C@@H]2C[C@H](C1)c1ccc(NC(=O)COc3ccccc3)c(=O)n1C2,i
COc1ccccc1-n1c(Cc2cccc([N+](=O)[O-])c2)nc2ccccc2c1=O,i

# Pulled by structure from the list above:
SMILES,ST2 IL33 inh
CC(=O)N1C[C@@H]2C[C@H](C1)c1ccc(NC(=O)COc3ccccc3)c(=O)n1C2,i
COc1ccc(-n2nnnc2C2(N3CCOCC3)CCCCC2)cc1,i
COc1ccc(N2CCN(Cc3ccc(Cl)cc3Cl)CC2)cc1,36%*
COc1ccccc1CNC(=O)[C@H]1CN2CCC1C[C@@H]2Cn1cc(-c2cccc(O)c2)nn1 (stereo partly drawn),i
CN1CCCC1c1cccnc1N (stereo not drawn),i

# Structures listed so far that have a COOH group:
SMILES,ST2 IL33 inh
Cc1cc(Cl)ccc1OCCCC(=O)O,i
CCn1cc(C(=O)O)c(=O)c2c(N)c(F)c(N3CCNCC3)c(F)c21,?
O=C(O)COCC(=O)N1C[C@@H]2C[C@H](C1)c1ccc(-c3cc4ccccc4s3)c(=O)n1C2,i

# (more compounds)
SMILES,ST2 IL33 inh
CCOC(=O)Cc1csc(NC(=O)c2cccn(Cc3cccc(Cl)c3)c2=O)n1,i
O=c1cccc2n1C[C@H]1C[C@@H]2CN(Cc2cc3n(n2)CCNC3)C1,i
O=C(NC1CCCCCCC1)c1cn(Cc2ccccn2)cc(C(=O)N2CCc3ccccc3C2)c1=O,i
CC(C)CNC(=S)NC[C@H]1C[C@@H]2CCN1C[C@@H]2c1cc(-c2ccc(N(C)C)cc2)nn1C,i
Cc1cccc(CN2CCN(C)CC2)c1,i
COc1ccccc1-c1cc([C@H]2CN3CC[C@H]2C[C@@H]3CNC(=O)c2cccs2)n(C)n1,?
O[C@@H]1C[C@H]2CN(C3CCN(c4ncccn4)CC3)C[C@H]2C[C@@H]1O,i
CN1CCN(Cc2ccc(Cl)cc2)CC1,i
CSCC(=O)Nc1ccc(=O)n2c1[C@@H]1C[C@@H](CN(C(=O)COc3ccccc3)C1)C2,i
CCOc1ccccc1N1CCN(Cc2ccccc2F)CC1,?
COc1ccc2c3c1O[C@H]1C(=O)CC[C@@]4(O)C(C2)N(CC2CC2)CCC314 (stereo partly drawn),?
O=C(COc1ccccc1)N(O)C(C[N+](=O)[O-])c1ccccc1 (stereo not drawn),i
Cn1nc(C2CCCCC2)cc1[C@H]1CN2CC[C@H]1C[C@@H]2CNC(=O)NCc1ccccc1,i
O=C(Nc1ccccc1)Nc1cnns1,?
CC(CCc1ccccc1)NC(C)C(O)c1ccc(O)cc1 (stereo not drawn),?
COCC(=O)NC[C@H]1C[C@@H]2CCN1C[C@@H]2CN1CCN(c2ccccn2)CC1,i
CC(=O)Nc1ccc(S(=O)(=O)NC[C@H]2C[C@@H]3CCN2C[C@@H]3c2cc(-c3ccc(F)cc3)nn2C)cc1,i
CCOc1cc(CN2CCN(c3ccccc3Cl)CC2)ccc1O,?
CCN1CCN(Cc2ccc(N(C)C)cc2)CC1,32%*
O=C(Nc1ccc(Cl)cc1C(=O)c1ccccc1)c1ccncc1,i
CC/C(=C\c1ccc(F)cc1)[N+](=O)[O-],?
CC(C)NC(=O)[C@H]1CN2CCC1C[C@@H]2Cn1cc(CSc2ccccc2)nn1 (stereo partly drawn),?
O=[N+]([O-])c1ccccc1CN1CCN(c2cccc(Cl)c2)CC1,?
Fc1ccc(CN2CCN(c3ccccc3F)CC2)c(F)c1,i
CN(C)Cc1cn(C[C@H]2CC3CCN2C[C@@H]3C(=O)NC2CCCCC2)nn1 (stereo partly drawn),?
O=C(Nc1ccccc1)[C@H]1CN2CCC1C[C@@H]2Cn1cc(CO)nn1 (stereo partly drawn),?
Clc1ccccc1N1CCN(Cc2ccc3c(c2)OCO3)CC1,i
NS(=O)(=O)c1ccc(NC(=O)c2cccn(Cc3ccccc3F)c2=O)cc1,i
NNC(N)=O,i
COc1ncc(CN2C[C@H]3C[C@H](O)[C@H](O)C[C@H]3C2)cn1,i
CC(C)c1noc(CN2CCC3(CC2)C(=O)N(C)c2ccccc23)n1,i
Fc1ccccc1N1CCN(Cc2ccc3c(c2)OCCO3)CC1,?
COc1ccc(C(=O)N2C[C@@H]3C[C@H](C2)c2c(-c4cccs4)ccc(=O)n2C3)cc1,i
O=C(NC1CCCCC1)N1C[C@@H]2C[C@H](C1)c1c(-c3ccccc3F)ccc(=O)n1C2,?
COc1ccccc1N1C(=O)NC(=O)C(CCc2ccncc2)(CCc2ccncc2)C1=O,i
COc1ccc(CN2CCN(c3ccc(F)cc3)CC2)cc1OC,?
O=[N+]([O-])c1cccc(CN2CCN(Cc3ccccc3)CC2)c1,?
CCOC(=O)Cc1csc(NC(=O)c2cccn(Cc3ccc(Br)cc3)c2=O)n1,?
Clc1cc(I)cc(Cl)c1NC1=NCCN1,?
CCCN(CCC)CCc1c[nH]c2ccc(C(N)=O)cc12,i
CN(C)c1ccc(CN2CCN(Cc3ccccc3)CC2)cc1,?
O=C(Nc1ccc(=O)n2c1[C@@H]1C[C@@H](CN(C(=O)NC3CCCCC3)C1)C2)c1ccco1,i
CC(C)NC(=O)NC[C@H]1C[C@@H]2CCN1C[C@@H]2CN1CCN(c2ncccn2)CC1,i
CN(C)CCNc1ccc([N+](=O)[O-])c2cccnc12,?
O=C(NCc1cccnc1)[C@H]1CN2CCC1C[C@@H]2Cn1cc(-c2ccc(-c3ccccc3)cc2)nn1 (stereo partly drawn),?
CCC(=O)c1c(O)n(C)c(=O)n(C)c1=O,i
Cc1ccc2oc(C3NCCc4[nH]cnc43)c(C)c2c1 (stereo not drawn),i
CCOc1ccccc1CN1CCN(c2cccc(C)c2C)CC1,i
COc1ccc(-c2cc([C@H]3CN4CC[C@H]3C[C@@H]4CNC(=O)NC3CCCCC3)n(C)n2)cc1OC,i
Cc1[nH]c2c(C)cccc2c1CCN,i
# Other structures
SMILES,ST2 IL33 inh
CC(=O)Nc1ccc(S(=O)(=O)NC[C@H]2C[C@@H]3CCN2C[C@@H]3c2cc(-c3cccs3)nn2C)cc1,i
COc1ccc(CN2CCN(c3cccc(Cl)c3)CC2)cc1O,i
CN1CCN(Cc2ccc(F)cc2)CC1,i
Cc1ccccc1-n1c(/C=C2\C(=O)N(C)c3ccccc32)nc2ccccc2c1=O,49%*
COc1ccc(OC)c(S(=O)(=O)NC[C@H]2C[C@@H]3CCN2C[C@@H]3c2cc(-c3cccs3)nn2C)c1,i
Cc1ccccc1-c1ccc2n(c1=O)C[C@H]1C[C@@H]2CN(C2CCN(C)CC2)C1,i
CC1N=C(c2ccccc2)c2ccccc2N(CC(=O)Nc2ccc(C(C)C)cc2)C1=O (stereo not drawn),i
O=C(O)COCC(=O)N1C[C@@H]2C[C@H](C1)c1ccc(NC(=O)Cc3ccccc3)c(=O)n1C2,i
CCOc1ccccc1N1CCN(Cc2ccccc2C)CC1,i
CSc1ccc(-c2ccc3n(c2=O)C[C@H]2C[C@@H]3CN(S(=O)(=O)c3cccs3)C2)cc1,i
Cn1nc(C2CCCCC2)cc1[C@H]1CN2CC[C@H]1C[C@@H]2CNC(=O)c1cccs1,i
C=CCN1CC[C@]23c4c5ccc(O)c4O[C@@H]2/C(=N\N=C2\CC[C@@]4(O)C6Cc7ccc(O)c8c7[C@@]4(CCN6CC=C)[C@@H]2O8)CC[C@@]3(O)C1C5,?
C#C[C@H]1CN2CC[C@H]1C[C@@H]2CNC(=S)Nc1cc(OC)cc(OC)c1,i
CC(Cc1ccccc1F)NCc1ccc(C(=O)N2CCCC2)cc1 (stereo not drawn),i
COc1cccc(N2CCN(Cc3cccc(Cl)c3)CC2)c1,i
O=C1CCCN1CC(=O)N1CCC2(CCCNC2)C1 (stereo not drawn),?

# Exported tab-delimited: part of the list above
mol	ST2 IL33 inh
Cn1nc(C2CCCCC2)cc1[C@H]1CN2CC[C@H]1C[C@@H]2CNC(=O)c1cccs1	i
C=CCN1CC[C@]23c4c5ccc(O)c4O[C@@H]2/C(=N\N=C2\CC[C@@]4(O)C6Cc7ccc(O)c8c7[C@@]4(CCN6CC=C)[C@@H]2O8)CC[C@@]3(O)C1C5	?
C#C[C@H]1CN2CC[C@H]1C[C@@H]2CNC(=S)Nc1cc(OC)cc(OC)c1	i
CC(Cc1ccccc1F)NCc1ccc(C(=O)N2CCCC2)cc1 (stereo not drawn)	i
COc1cccc(N2CCN(Cc3cccc(Cl)c3)CC2)c1	i
